Bioassay records (PubChem)
PMI act hi M6P = human PMI activators, high substrate, primary screen, biochemical, fluorescence intensity, near-saturating mannose 6-phosphate; activation factor at 20 µM; AID 1216, 2008; Mannose-6-phosphate isomerase (Homo sapiens), P34949; hit rate 0.34% among 190,000; coupled PMI enzyme assay, resazurin fluorescence, 20 min; stronger effect = higher value; 1 = untreated enzyme, 0 = substrate-free blank;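 active means activation factor of 2 or more at 20 µM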
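Test system: human PMI in coupled enzyme assay; Input: PMI at 15 ng/mL final; Medium: HEPES buffer, pH 7.4; Schedule: 20 min incubation at room temperature; Technique: resorufin fluorescence at Ex 544/Em 590 nm; Compound: 20 µM single dose; Probe or stimulus: Near-saturating mannose-6-phosphate, 1.0 mM.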
L major viab = Leishmania major promastigote growth inhibition, primary screen. Leishmania major promastigotes, resazurin fluorescence viability. inhibition, % at 10 µM. hit rate 9% among 200,000. AID 1063, 2008; in the data active means inhibition above about 50%;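 further: promastigotes grown with compound for 44 hours at 28 °C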
RAM inhibit = inhibitors of the yeast RAM network, primary screen, dse1pr::URA3 reporter, 5-FOA selection; S. cerevisiae dse1pr::URA3 reporter, 5-FOA growth OD615, 2 d; analog-sensitive cbk1-as2 kinase mutant strain; inhibition, % at 50 µM; hit rate 1.8% among 190,000; AID 868, 2007;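 active means inhibition above a set limit, 3 SD over mean compound inhibition, cut at about 8.4% in these data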;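 further: 0% = DMSO-only wells with no growth and 100% = 10 µM 1-NA-PP1 full growth; inhibition rescues growth on 5-FOA so higher OD means more RAM inhibition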
TNAP inh hi DEA = human TNAP enzyme inhibitors, primary screen, biochemical, luminescent, high phosphate acceptor level, uHTS; AID 1135, 2008; inhibition, % at 20 µM; hit rate 0.03% among 200,000; purified TNAP, CDP-star luminescence, 1 M DEA; Alkaline phosphatase, tissue-nonspecific isozyme (Homo sapiens), P05186;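 active means over 50% inhibition of tissue-nonspecific alkaline phosphatase at 20 µM in the single-dose screen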;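 further: plate controls were DMSO wells for no effect and EDTA-quenched wells as full inhibition for full effect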
Target sequence (P05186 whole entry, looked up): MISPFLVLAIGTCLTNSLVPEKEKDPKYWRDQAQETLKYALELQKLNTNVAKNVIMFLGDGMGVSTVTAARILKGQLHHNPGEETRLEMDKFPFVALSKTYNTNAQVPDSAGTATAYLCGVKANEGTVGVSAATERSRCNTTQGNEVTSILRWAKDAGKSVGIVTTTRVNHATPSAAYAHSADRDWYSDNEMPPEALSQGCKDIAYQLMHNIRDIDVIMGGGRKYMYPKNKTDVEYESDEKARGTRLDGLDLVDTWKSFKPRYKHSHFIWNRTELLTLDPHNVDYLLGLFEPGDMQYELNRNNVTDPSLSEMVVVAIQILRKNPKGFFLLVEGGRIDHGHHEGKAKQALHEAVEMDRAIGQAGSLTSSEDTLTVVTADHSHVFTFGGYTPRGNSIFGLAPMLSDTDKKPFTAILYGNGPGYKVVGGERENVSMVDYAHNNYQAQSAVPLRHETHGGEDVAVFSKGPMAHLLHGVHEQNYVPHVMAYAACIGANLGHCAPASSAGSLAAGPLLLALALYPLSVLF
TNAP inh noacc = human TNAP enzyme inhibitors, primary screen, biochemical, luminescent, no phosphate acceptor, uHTS. Alkaline phosphatase, tissue-nonspecific isozyme (Homo sapiens), P05186. purified TNAP, CDP-star luminescence, 30 min. inhibition, % at 20 µM. hit rate 0.26% among 200,000;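 active means tissue-nonspecific alkaline phosphatase inhibition above about 50% at 20 µM in the single-dose screen, limit read from the data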;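 further: 0% = DMSO negative control and 100% = EDTA positive control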
Efa HMGR inh = inhibitors of E. faecalis class II HMGR, primary screen, biochemical, Enterococcus faecalis; HMG-CoA reductase (Enterococcus faecalis, mvaE); hit rate 0.41% among 190,000; purified E. faecalis HMGR, NADPH absorbance 340 nm kinetic; inhibition, % at 10 µM;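 active means inhibition above a set limit, the median over all tested compounds plus 3 SD, cut at about 9.5% in these data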;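 further: enzyme runs in reverse so mevalonate oxidation gives rising NADPH absorbance; 0% = complete reaction with DMSO and 100% = background rate lacking mevalonate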
Hsp70 act = Hsp70 transcriptional activators, primary screen, cell-based, HeLa, Hsp70 promoter luciferase, luminescence, 10 µM | HeLa Hsp70 promoter luciferase reporter; scaled: vehicle 0, proteasome-inhibitor control 100% | activation, % at 10 µM | hit rate 0.04% among 200,000 | AID 1203, 2008;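 active means activation above the mean across all tested compounds plus 3 SD, cutoff set per campaign, cut at about 5.5% in these data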;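 further: 100% = MG132 at 30 µM as the positive control and 0% = DMSO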
PMI activator = activators of human PMI, primary screen, biochemical, fluorescence intensity, near-Km mannose 6-phosphate; activation factor at 20 µM; purified human PMI, coupled resazurin fluorescence, 20 min; stronger effect = higher value; 1 = vehicle control, 0 substrate-free wells; Mannose-6-phosphate isomerase (Homo sapiens), P34949; hit rate 0.005% among 190,000;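 active means activation factor of 2 or more at 20 µM, relative to plate controls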
S1P3 antag = S1P3 receptor antagonists, primary screen, cell-based; Sphingosine 1-phosphate receptor 3 (Homo sapiens), Q99500; CHO S1P3 NFAT-BLA reporter, FRET fluorescence, antagonist mode; inhibition, % at 4.98 µM; hit rate 0.27% among 170,000;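 active means inhibition above the plate cutoff, the mean inhibition of test wells on that plate plus 3 SD, cut at about 28% in these data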;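 further: cells challenged with S1P at its EC80 of 0.8 µM; blue over green emission ratio from cleaved BLA substrate after 4 h stimulation; 0% = S1P-stimulated wells and 100% = unstimulated DMSO-only wells; some compounds past the cut are filed as inactive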
Target sequence (Q99500 whole entry, looked up): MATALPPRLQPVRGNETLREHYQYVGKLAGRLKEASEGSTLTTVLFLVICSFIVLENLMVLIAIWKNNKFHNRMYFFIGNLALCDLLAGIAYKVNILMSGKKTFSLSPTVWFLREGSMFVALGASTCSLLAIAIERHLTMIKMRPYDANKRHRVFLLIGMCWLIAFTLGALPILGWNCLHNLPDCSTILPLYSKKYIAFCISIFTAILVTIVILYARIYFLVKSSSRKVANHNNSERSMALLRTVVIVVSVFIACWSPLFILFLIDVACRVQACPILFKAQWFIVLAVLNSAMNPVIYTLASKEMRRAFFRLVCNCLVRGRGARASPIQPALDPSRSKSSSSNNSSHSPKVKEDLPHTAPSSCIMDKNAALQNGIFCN
DTT redox prof = compounds producing H2O2 with reducing agent – biochemical, NIH compound library profiling, artefact control for MLSCN library redox annotation, primary screen. DTT-dependent redox cycling H2O2, phenol red/HRP absorbance; 100% = 100 µM peroxide control, 0% = buffer. AID 878, 2007. activation, % at 10 µM. hit rate 0.03% among 200,000;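 active means activation of at least 50% relative to the plate's high and low controls in the primary single-dose screen; inactive means activation below 50%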;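 further: compound incubated with DTT at 0.8 mM final as the reducing agent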
Numbers without * were called inactive.

`CC(=O)c1cccc(NC(=O)COC(=O)c2n[nH]c3ccccc23)c1` gave PMI act hi M6P 1, L major viab 3, RAM inhibit 1.2, TNAP inh hi DEA -3, TNAP inh noacc 11, Efa HMGR inh -1, Hsp70 act -0.1, PMI activator 1.1, S1P3 antag 4 and DTT redox prof -0.2.
For CCOC(=O)c1[nH]c(=O)[nH]c1CSc1ccccn1 the results were PMI act hi M6P 1.1, L major viab 3, RAM inhibit 0.8, TNAP inh hi DEA -5, TNAP inh noacc -10, Efa HMGR inh 0, Hsp70 act -0.2, PMI activator 1, S1P3 antag -22 and DTT redox prof 0.2.
`Cc1ccc(Nc2nnc(C3C(=O)N(C)C4(C)CC3c3cc(Br)ccc3O4)s2)cc1` (centres undefined) gave PMI act hi M6P 0.8, L major viab 69*, RAM inhibit 0.8, TNAP inh hi DEA -2, TNAP inh noacc 3, Efa HMGR inh -10, Hsp70 act -0.3, PMI activator 0.8, S1P3 antag -3 and DTT redox prof 0.0.
Screening O=C(COC(=O)/C=C/c1ccc(S(=O)(=O)N2CCOCC2)cc1)NCc1ccc2c(c1)OCO2 returned PMI act hi M6P 1.1, L major viab 3, RAM inhibit 1.6, TNAP inh hi DEA -3, TNAP inh noacc -4, Efa HMGR inh 1, Hsp70 act -0.2, PMI activator 1.1, S1P3 antag -14 and DTT redox prof -1.9.
O=C(COc1cccc(F)c1)Nc1ccc2[nH]c(=O)[nH]c2c1 was read as PMI act hi M6P 0.8, L major viab -3, RAM inhibit 2.2, TNAP inh hi DEA -4, TNAP inh noacc -7, Efa HMGR inh -1, Hsp70 act -0.1, PMI activator 0.9, S1P3 antag -8 and DTT redox prof -0.2.
N/C(=N/OC(=O)c1ccccc1Cl)c1nonc1N was read as PMI act hi M6P 1, L major viab -7, RAM inhibit 1.0, TNAP inh hi DEA -1, TNAP inh noacc -8, Efa HMGR inh 6, Hsp70 act -0.2, PMI activator 1.1, S1P3 antag -12 and DTT redox prof -0.3.
Cc1ccc(/C=N/NC(=O)c2cccnc2)o1 was read as PMI act hi M6P 1, L major viab -6, RAM inhibit 1.0, TNAP inh hi DEA 1, TNAP inh noacc 6, Efa HMGR inh 4, Hsp70 act 0.1, PMI activator 1, S1P3 antag -6 and DTT redox prof -0.5.
Screening c1ccc2c(c1)ncn2-c1ncnc2sc3c(c12)CCCC3 returned PMI act hi M6P 0.9, L major viab -3, RAM inhibit -0.3, TNAP inh hi DEA 2, TNAP inh noacc -4, Efa HMGR inh 6, Hsp70 act -0.4, PMI activator 0.9 and DTT redox prof 0.7.
`COc1ccc(S(=O)(=O)Oc2ccc3c(c2)O/C(=C\c2cccnc2)C3=O)cc1` gave PMI act hi M6P 1, L major viab 86*, RAM inhibit 1.0, TNAP inh hi DEA -5, TNAP inh noacc -7, Efa HMGR inh 0, Hsp70 act -0.3, PMI activator 0.9 and DTT redox prof 0.0.
`Cc1cc(Br)ccc1OCC(=O)N1CCCCCC1` gave PMI act hi M6P 1.1, L major viab 1, RAM inhibit 21*, TNAP inh hi DEA -8, TNAP inh noacc 8, Efa HMGR inh -1, Hsp70 act -0.5, PMI activator 1 and DTT redox prof 3.0.
COC(=O)c1ccc(CSc2nc(-c3ccco3)cc(C(F)(F)F)n2)o1 was read as PMI act hi M6P 0.9, L major viab 9, RAM inhibit 18*, TNAP inh hi DEA 0, TNAP inh noacc -3, Efa HMGR inh 1, Hsp70 act 0.0, PMI activator 0.8, S1P3 antag 19 and DTT redox prof 3.0.
Screening CC(C)(C)NS(=O)(=O)c1ccc(OCC(=O)NCc2ccco2)cc1 returned PMI act hi M6P 0.8, L major viab 14, RAM inhibit -0.6, TNAP inh hi DEA -7, TNAP inh noacc -11, Efa HMGR inh -1, Hsp70 act -0.3, PMI activator 0.8, S1P3 antag -12 and DTT redox prof -0.2.
Screening CN1CCN(Cc2nc3c(c(=O)[nH]c(=O)n3C)n2Cc2c(F)cccc2Cl)CC1 returned PMI act hi M6P 1.1, TNAP inh hi DEA 7, TNAP inh noacc 5, PMI activator 0.9 and S1P3 antag -21.
O=C(Cc1csc(-c2ccccc2)n1)NCc1ccccc1F was read as PMI act hi M6P 1.1, L major viab 41, RAM inhibit 2.6, TNAP inh hi DEA -6, TNAP inh noacc -1, Efa HMGR inh 0, Hsp70 act 0.2, PMI activator 1.1 and S1P3 antag 0.
Screening O=C(CSc1nccn1-c1cccc(Cl)c1)NC1CCCC1 returned PMI act hi M6P 1, L major viab -3, RAM inhibit 0.8, TNAP inh hi DEA 0, TNAP inh noacc -2, Efa HMGR inh 2, Hsp70 act 0.1, PMI activator 1, S1P3 antag 0 and DTT redox prof 1.5.
For COCCN1CCN(Cc2cn[nH]c2-c2cc3ccccc3o2)CC1 the results were PMI act hi M6P 0.7, L major viab -4, RAM inhibit -1.1, TNAP inh hi DEA 2, TNAP inh noacc 4, Efa HMGR inh -4, Hsp70 act -0.3, PMI activator 0.8, S1P3 antag 1 and DTT redox prof -0.2.
`O=C(COC(=O)c1cccnc1)Nc1ccc(F)cc1` gave PMI act hi M6P 1.1, L major viab -6, RAM inhibit 1.4, TNAP inh hi DEA 0, TNAP inh noacc -8, Efa HMGR inh -8, Hsp70 act -0.1, PMI activator 1, S1P3 antag -22 and DTT redox prof 2.6.
For CCn1c2ccccc2c2cc(NC(=O)COC(=O)c3cc(S(=O)(=O)N4CCCCC4)ccc3Cl)ccc21 the results were PMI act hi M6P 1.1, L major viab 74*, RAM inhibit 3.9, TNAP inh hi DEA -4, TNAP inh noacc -16, Efa HMGR inh 1, Hsp70 act -0.2, PMI activator 1, S1P3 antag 6 and DTT redox prof 0.4.
For CCCC(=O)Nc1ccc(Cl)c(NC(=O)c2ccco2)c1 the results were PMI act hi M6P 0.9, L major viab 2, RAM inhibit -0.3, TNAP inh hi DEA 1, TNAP inh noacc -4, Efa HMGR inh 5, Hsp70 act -0.2, PMI activator 0.9, S1P3 antag -20 and DTT redox prof 4.1.
CCCC(=NCc1ccccc1)C1=C(O)C(C(=O)OC)C(C)(C)CC1=O (centres undefined) was read as PMI act hi M6P 1, L major viab -4, RAM inhibit -1.2, TNAP inh hi DEA 2, TNAP inh noacc -9, Efa HMGR inh -7, Hsp70 act -0.5, PMI activator 1 and DTT redox prof 0.0.
Screening O=C1CCC([N+](=O)[O-])C(c2ccc(Cl)c([N+](=O)[O-])c2)N1 (centres undefined) returned PMI act hi M6P 1, L major viab 6, RAM inhibit 2.2, TNAP inh hi DEA -5, TNAP inh noacc -8, Efa HMGR inh 0, Hsp70 act 0.2, PMI activator 1, S1P3 antag -8 and DTT redox prof -0.3.
Screening COc1ccc(C2C(C(=O)c3ccco3)=C(O)C(=O)N2CCc2ccccc2)cc1OC (centres undefined) returned PMI act hi M6P 0.9, L major viab -6, RAM inhibit 3.6, TNAP inh hi DEA -1, TNAP inh noacc -6, Efa HMGR inh 2, Hsp70 act -0.1, PMI activator 0.9 and DTT redox prof 0.1.
`CCCN1C(=O)CC(c2ccco2)Sc2ccccc21` (centres undefined) gave PMI act hi M6P 1, L major viab 3, RAM inhibit 1.6, TNAP inh hi DEA 0, TNAP inh noacc -8, Efa HMGR inh -1, Hsp70 act -0.1, PMI activator 1, S1P3 antag -21 and DTT redox prof 2.7.
`COc1ccc2nc(N=Nc3ccc(O)c4ccccc34)sc2c1` gave PMI act hi M6P 1.2, L major viab 98*, RAM inhibit 3.6, TNAP inh hi DEA 27, TNAP inh noacc 29, Efa HMGR inh -2, Hsp70 act -0.3, PMI activator 1.3, S1P3 antag -9 and DTT redox prof 2.8.
Screening Cc1ccc(-c2c(=O)n(OCc3ccccn3)c3ccccc3[n+]2[O-])cc1 returned PMI act hi M6P 0.9, L major viab -4, RAM inhibit 1.4, TNAP inh hi DEA -2, TNAP inh noacc -5, Efa HMGR inh 3, Hsp70 act -0.1, PMI activator 0.9 and DTT redox prof 1.0.
For CCN(CC)CCN1C(=O)C(=O)/C(=C(/O)c2ccc(OC)c(OC)c2)C1c1ccccn1 (centres undefined) the results were PMI act hi M6P 1.2, L major viab -2, RAM inhibit -0.8, TNAP inh hi DEA -2, TNAP inh noacc -6, Efa HMGR inh -4, Hsp70 act -0.1, PMI activator 0.9, S1P3 antag 1 and DTT redox prof 1.4.
`CC(Sc1cccc[n+]1[O-])C(=O)Nc1ccc([N+](=O)[O-])cc1Cl` (centres undefined) gave PMI act hi M6P 1, L major viab -3, RAM inhibit 1.5, TNAP inh hi DEA -4, TNAP inh noacc -5, Efa HMGR inh -4, Hsp70 act -0.2, PMI activator 1.1, S1P3 antag -14 and DTT redox prof -1.8.
Screening Cc1nn(CCCC(=O)Nc2cccnc2Cl)c(C)c1[N+](=O)[O-] returned PMI act hi M6P 1, L major viab -5, RAM inhibit 0.6, TNAP inh hi DEA -1, TNAP inh noacc -6, Efa HMGR inh -2, Hsp70 act -0.2, PMI activator 1, S1P3 antag -13 and DTT redox prof -1.5.
`COc1ccnc(Oc2ccccc2)c1C#N` gave PMI act hi M6P 1, L major viab -4, RAM inhibit 2.3, TNAP inh hi DEA -3, TNAP inh noacc 3, Efa HMGR inh -1, Hsp70 act -0.3, PMI activator 1.1 and DTT redox prof 2.5.
Screening CCOC(=O)N1CCC(NC(=O)CCS(=O)(=O)c2ccc3c(c2)CCN3C(=O)CC)CC1 returned PMI act hi M6P 0.9, L major viab -6, RAM inhibit 0.4, TNAP inh hi DEA -2, TNAP inh noacc -9, Efa HMGR inh -4, Hsp70 act 0.3, PMI activator 0.9, S1P3 antag -31 and DTT redox prof 0.9.
For CC1OC(C)(C)OC1C1CNc2nc(NC(=O)C(C)(C)C)[nH]c(=O)c2N1C(=O)c1cccnc1 (centres undefined) the results were PMI act hi M6P 1, L major viab 17, RAM inhibit 1.0, TNAP inh hi DEA 0, TNAP inh noacc -9, Efa HMGR inh -6, Hsp70 act -0.4, PMI activator 1, S1P3 antag 9 and DTT redox prof -0.2.
For Fc1ccc(C2CCCN2Cc2nc(-c3cnccn3)no2)cc1 (centres undefined) the results were PMI act hi M6P 1, L major viab -8, RAM inhibit -0.5, TNAP inh hi DEA 0, TNAP inh noacc -5, Efa HMGR inh 4, Hsp70 act -0.3, PMI activator 1, S1P3 antag -11 and DTT redox prof 0.2.
